Screens as filed in PubChem.
PAFAH1B2 FP inh = blocks human PAF acetylhydrolase 1b catalytic subunit 2; recombinant PAFAH1B2, FP-rhodamine activity probe, fluorescence polarization; 340,000 compounds, 1.2% hits; P68402; inhibition, % at 3.39 µM;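 active means inhibition above the mean of all tested compounds plus 3 SD, cut at about 24% in these data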;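 further: 0% = enzyme with DMSO and 100% = wells lacking PAFAH1B2; many of its hits are not listed in these tables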
Target sequence (P68402 whole entry, looked up): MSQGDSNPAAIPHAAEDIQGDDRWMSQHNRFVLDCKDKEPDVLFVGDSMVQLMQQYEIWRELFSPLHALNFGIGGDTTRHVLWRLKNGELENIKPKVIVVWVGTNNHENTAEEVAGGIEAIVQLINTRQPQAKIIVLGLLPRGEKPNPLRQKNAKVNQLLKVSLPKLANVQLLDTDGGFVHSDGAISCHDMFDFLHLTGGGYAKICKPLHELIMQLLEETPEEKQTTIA
pPAFAH FP inh = pPAFAH (human) enzyme inhibition; Q13093; recombinant pPAFAH, FP-rhodamine probe fluorescence polarization; inhibition, % at 3.39 µM; 330,000 compounds, 1.5% hits;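 active means inhibition above the mean inhibition across the screen plus 3 SD, cut at about 25% in these data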;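 further: inhibitors block binding of the rhodamine activity-based probe so polarization drops; 0% = enzyme with DMSO and 100% = wells lacking pPAFAH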
LYPLA1 counter = blocks human lysophospholipase 1, a PME1 counter-screen; 320,000 compounds, 0.16% hits; AID 2174; inhibition, % at 5.9 µM; recombinant LYPLA1, FP-Rh probe fluorescence polarization;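 active means inhibition above the mean of all tested compounds plus 3 SD, set per campaign, cut at about 14% in these data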;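 further: inhibitors block serine hydrolase probe labeling of LYPLA1 so polarization falls; 0% = enzyme with DMSO and 100% = wells lacking LYPLA1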
PAD4 FP inh = blocks human protein arginine deiminase 4 | 330,000 compounds, 0.41% hits | recombinant PAD4, RCA probe fluorescence polarization | inhibition, % at 6.36 µM | Q9UM07;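 active means percent inhibition above a cutoff equal to the mean of all tested compounds plus 3 SD, cut at about 15% in these data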;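 further: 0% = PAD4 with RCA probe and DMSO and 100% = probe without PAD4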
LYPLA2 inh = counter-screen for PME1 inhibitors: inhibitors of human LYPLA2; recombinant LYPLA2, FP-Rh probe fluorescence polarization; inhibition, % at 5.9 µM; 320,000 compounds, 0.38% hits; AID 2177;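 active means inhibition above the screen-wide mean plus 3 SD, limit set per campaign, cut at about 26% in these data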;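 further: 0% = LYPLA2 with DMSO and 100% = wells lacking LYPLA2 enzyme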
PREPL inhibitor = human PREPL enzyme inhibition; Q4J6C6; recombinant PREPL, fluorescence polarization activity-based probe; inhibition, % at 5.96 µM; 320,000 compounds, 0.68% hits; AID 2751; in the data active means inhibition above about 43%;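 further: 0% = enzyme with DMSO and 100% = wells lacking enzyme; many of its hits are not listed in these tables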
Target sequence (Q4J6C6 whole entry, looked up): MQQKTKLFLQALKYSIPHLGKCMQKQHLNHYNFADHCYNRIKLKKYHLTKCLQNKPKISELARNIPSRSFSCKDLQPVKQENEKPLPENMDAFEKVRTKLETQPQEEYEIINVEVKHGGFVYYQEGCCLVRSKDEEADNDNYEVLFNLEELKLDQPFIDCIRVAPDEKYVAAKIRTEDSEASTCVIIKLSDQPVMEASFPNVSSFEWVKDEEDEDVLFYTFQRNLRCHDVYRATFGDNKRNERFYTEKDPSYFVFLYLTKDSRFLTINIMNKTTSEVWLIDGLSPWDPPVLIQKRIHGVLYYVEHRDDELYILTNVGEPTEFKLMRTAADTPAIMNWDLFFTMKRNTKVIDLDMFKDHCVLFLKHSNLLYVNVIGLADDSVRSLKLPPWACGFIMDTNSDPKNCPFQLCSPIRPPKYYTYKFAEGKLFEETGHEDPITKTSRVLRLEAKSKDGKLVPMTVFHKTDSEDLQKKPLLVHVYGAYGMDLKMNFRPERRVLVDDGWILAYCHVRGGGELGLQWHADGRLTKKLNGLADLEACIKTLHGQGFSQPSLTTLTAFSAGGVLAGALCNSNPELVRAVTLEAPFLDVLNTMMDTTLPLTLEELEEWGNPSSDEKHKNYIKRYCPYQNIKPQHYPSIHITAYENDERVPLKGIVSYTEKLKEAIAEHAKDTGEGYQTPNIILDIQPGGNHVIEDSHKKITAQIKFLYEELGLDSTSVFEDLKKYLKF
PAFAH2 FP inh = inhibitors of human PAFAH2. Q99487. 340,000 compounds, 0.99% hits. AID 492956. inhibition, % at 3.39 µM. recombinant PAFAH2, FP-rhodamine activity probe, fluorescence polarization;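 active means inhibition above the mean over all tested compounds plus 3 SD, cut at about 30% in these data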;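 further: inhibitors block probe labeling of enzyme so polarization drops; 0% = enzyme with DMSO and 100% = wells lacking PAFAH2 protein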
GSTO1 inh = GSTO1 inhibition, counter-screen for RBBP9 inhibitors. P78417. recombinant GSTO1, activity-based probe fluorescence polarization. inhibition, % at 5.96 µM. 300,000 compounds, 1.1% hits. AID 1974;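 active means inhibition above the campaign mean inhibition plus 3 SD, cut at about 35% in these data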;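 further: 0% = GSTO1-1 with DMSO and 100% = wells lacking GSTO1-1 enzyme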
PAFAH1B3 inh = blocks human PAF acetylhydrolase 1B catalytic subunit 3; Q15102; recombinant PAFAH1B3, FP-rhodamine probe, fluorescence polarization; inhibition, % at 3.39 µM; 340,000 compounds, 0.28% hits; AID 492972;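 active means inhibition above the screen-wide average of all tested compounds plus 3 SD, cut at about 25% in these data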;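 further: 0% = enzyme with DMSO only and 100% = wells lacking PAFAH1B3 protein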
The depositor's hits bear a star; · = not tested or not shown. Not all compounds are listed, so the mix of outcomes need not match the whole.

SMILES | PAFAH1B2 FP inh | pPAFAH FP inh | LYPLA1 counter | PAD4 FP inh | LYPLA2 inh | PREPL inhibitor | PAFAH2 FP inh | GSTO1 inh | PAFAH1B3 inh
O=C(O)c1sccc1S(=O)(=O)N1CCOCC1 | 5 | 0 | 3 | -7 | 6 | 3 | -1 | · | 4
Cn1c(Cc2csc(N)n2)nnc1SCC(=O)NCc1ccccc1 | -7 | 0 | 0 | 6 | 3 | 36 | 6 | 1 | 6
CS(=O)(=O)Nc1ccc(C(=O)Nc2ccccc2C(=O)N2CCCC2)cc1 | -1 | 4 | -5 | -3 | -6 | 1 | -1 | 0 | 0
CCCCCCn1c(CN2CCCC(C)C2)nc2c1c(=O)n(C)c(=O)n2C (centres undefined) | 8 | -4 | -4 | 3 | -7 | -1 | -5 | 6 | 4
CS(=O)(=O)N1CCC(C(=O)Nc2ccc(F)c(Cl)c2)CC1 | 2 | -1 | -3 | -2 | -3 | 8 | 4 | -1 | 4
C/C(N)=C(/C#N)C(=O)CSc1nc2ccc(C)cc2[nH]1 | 7 | 0 | -2 | 0 | -2 | 16 | 0 | 0 | 9
COc1cc(C)c(-c2[nH]ncc2-c2csc(C)n2)c(O)c1 | 8 | 2 | -2 | -4 | -1 | -3 | 2 | 4 | 8
Cc1ccc(C(=O)NC2CCCCCC2)o1 | 1 | 4 | 4 | -1 | 5 | -2 | 0 | 1 | 2
Cn1c(=O)c2cc(S(=O)(=O)NC(C(=O)Nc3cccc(F)c3)c3ccccc3)ccc2n(C)c1=O (centres undefined) | 3 | 4 | -3 | -2 | -8 | 3 | 0 | -1 | 1
NS(=O)(=O)c1ccc(NC(=O)c2ccc(CNS(=O)(=O)c3cc(C(F)(F)F)ccc3Cl)cc2)cc1 | 0 | -6 | -14 | 3 | -24 | -5 | -11 | -13 | -4
COc1cccc(NC(=O)Cc2nnc(SCC(=O)NC3CCCC3)n2C)c1 | 3 | 0 | -4 | -5 | -3 | -1 | 2 | 4 | 3
Cc1cccc(OCc2nnc(SCc3cc(=O)n4cc(Br)ccc4n3)o2)c1 | 4 | -2 | 0 | 0 | 2 | -21 | 0 | 5 | -1
CCOC(=O)C1CCN(S(=O)(=O)c2ccc(C)c(C)c2)CC1 | 1 | 2 | -2 | -1 | -2 | 2 | 5 | 4 | 6
COCCCN(C(=O)Cc1ccc(Cl)c(Cl)c1)c1c(N)n(Cc2ccccc2)c(=O)[nH]c1=O | 6 | -2 | -2 | -1 | 1 | 8 | 2 | 2 | 0
CC(=O)c1cc2c(cc1NC(=O)CCn1cnnn1)OCO2 | 0 | 4 | -1 | -2 | -1 | -11 | 2 | 9 | -2

Two of the compounds above, in CSV form.
compound,PAFAH1B2 FP inh,pPAFAH FP inh,LYPLA1 counter,PAD4 FP inh,LYPLA2 inh,PREPL inhibitor,PAFAH2 FP inh,GSTO1 inh,PAFAH1B3 inh
CCCCCCn1c(CN2CCCC(C)C2)nc2c1c(=O)n(C)c(=O)n2C (centres undefined),8,-4,-4,3,-7,-1,-5,6,4
CS(=O)(=O)N1CCC(C(=O)Nc2ccc(F)c(Cl)c2)CC1,2,-1,-3,-2,-3,8,4,-1,4

The list continues:
SMILES | PAFAH1B2 FP inh | pPAFAH FP inh | LYPLA1 counter | PAD4 FP inh | LYPLA2 inh | PREPL inhibitor | PAFAH2 FP inh | GSTO1 inh | PAFAH1B3 inh
Cc1nc2c(C)cccc2c2c1CCN2c1ccccc1F | 1 | 4 | -1 | -4 | -5 | 7 | 2 | 0 | 0
O=C(O)c1ccc(/C=N/NC(=O)c2ccc3c(c2)OCCO3)cc1 | 6 | 5 | 2 | -4 | 5 | -4 | 14 | 7 | 8
CCOC(=O)C(C(=O)OCC)N(C#N)c1nc(SC)nc(N(C)C)n1 | 3 | -10 | 0 | -1 | -4 | 10 | 0 | -2 | -4
COCCn1cc(-c2csc(N)n2)c2ccccc21 | -2 | 5 | -4 | -5 | -4 | 12 | 1 | -1 | 9
O=C(CSc1nc2ccc([N+](=O)[O-])cc2[nH]1)c1ccc2ccccc2c1 | -5 | 4 | -25 | -2 | -47 | 32 | -18 | -15 | 6
CCn1c(NC(=O)c2ccccc2)c(-c2cccs2)c(=O)c2ccccc21 | 2 | 5 | 4 | 0 | 7 | 6 | 4 | 1 | 13
Cc1ncc(CN2CCN(C3CCCC3)C(CCO)C2)s1 (centres undefined) | 1 | 0 | 3 | -1 | 4 | 1 | 4 | -1 | 9
C=CCN1C(=O)N/C(=C/c2ccc(N3CCOCC3)o2)C1=O | · | 3 | 0 | 0 | 6 | 5 | · | 9 | ·
Cc1cccc(-c2noc(-c3c(C)noc3C)n2)c1 | · | 3 | 0 | 6 | -6 | 4 | · | 7 | ·
COc1ccc(C(=O)Nc2ccccc2)cc1NC(=O)c1ccc([N+](=O)[O-])cc1 | -5 | 9 | -3 | 2 | -1 | -5 | 5 | 3 | 14
O=C(NC1CCN(S(=O)(=O)c2ccccc2)CC1)c1ccccc1 | 5 | 14 | -1 | 1 | -4 | 5 | 7 | 7 | 4
COc1cc(OC)c(C(=O)NCCCn2ccnc2)cc1OC | 1 | 5 | -1 | -2 | 1 | -3 | -6 | 10 | 5
Cc1ccccc1OCC(O)Cn1c(NCc2ccco2)nc2c1c(=O)n(C)c(=O)n2C (centres undefined) | -2 | 4 | -1 | -2 | 3 | 13 | -3 | 3 | 8
CCOc1ccccc1-c1cc(C(=O)N/N=C/c2cccnc2)c2ccccc2n1 | 0 | 0 | 0 | 3 | 1 | 11 | 6 | 2 | -1
CC1CC(C)CN(C(=O)CSc2nc(Cc3cccs3)nc3ccccc23)C1 (centres undefined) | -3 | 2 | -1 | 2 | 2 | 14 | -1 | -6 | -1
Cc1ccc(C(=O)NC2CCCCC2)cc1S(=O)(=O)N1CCCC1 | 0 | -1 | 1 | 0 | 5 | 14 | 0 | -1 | 8
CC(C)(C)C(C(=O)O)N1CCS(=O)(=O)CC1 (centres undefined) | 1 | 5 | -4 | 0 | 7 | -2 | 3 | -2 | 0
COc1ccc(-c2nc3c(c(SCC(=O)N4CCOCC4)n2)COC(C)(C)C3)cc1 | -3 | 0 | 1 | 1 | -2 | 0 | -3 | 0 | -1
C#CCOCCOCCOCCNc1nc(N2CCN(C(=O)[C@H](CCCCN)n3cc(CN)nn3)CC2)nc(N2CCN(C(=O)[C@H](CCC(=O)O)n3cc([C@@H](N)[C@H](C)CC)nn3)CC2)n1 | -2 | 0 | · | 1 | · | 7 | -5 | · | -3
O=C(CSc1ccc(Cl)cc1)Nc1ccccc1N1CCN(C(=O)c2ccc(Cl)cc2)CC1 | 2 | -1 | -6 | -2 | -9 | -6 | -5 | -4 | 0
CC(=O)c1ccc(NC(=O)N[C@@H](CC(C)C)C(=O)O)cc1 | -3 | -6 | 1 | -5 | -3 | 7 | 8 | -3 | 4
CCCC(=O)N(c1ccc2oc(C)c(C(C)=O)c2c1)S(=O)(=O)c1ccc(C)c([N+](=O)[O-])c1 | 8 | 1 | 5 | -2 | 9 | 6 | -2 | -1 | -3
CC(=O)Oc1ccccc1/C=C1\CCOC1=O | 4 | 0 | 0 | 1 | -4 | 4 | 5 | 9 | 3
COc1ccccc1CN=C1NC(=O)C(CC(=O)Nc2ccc(OC)c(OC)c2)S1 (centres undefined) | -1 | 5 | -1 | 1 | 3 | -3 | 5 | -6 | 11
N#CC1=C(O)C(c2ccccc2)n2c1nc(=O)c1ccccc12 (centres undefined) | 1 | 10 | -3 | -3 | -1 | -1 | 8 | 4 | 6
O=C(COc1ccccc1)NCc1ccc2c(c1)OCO2 | 2 | 0 | 2 | -4 | 0 | 0 | -10 | 4 | 5
O=C(CCc1nc2ccccc2[nH]1)N1CCc2ccccc2C1 | 4 | -3 | 0 | -6 | 7 | 2 | -1 | 4 | 1
COc1ccc(CN2CCC(n3nccc3NC(=O)c3cccc(F)c3)CC2)cc1O | 2 | 6 | 0 | -5 | 1 | 2 | -2 | 1 | 2
CCN(CC)CCCC(C)NC1=NCCCCC1 (centres undefined) | 3 | 0 | -2 | -1 | -6 | -3 | 7 | -9 | 6
COc1ccccc1C(=O)COC(=O)C(NC(=O)Cc1ccccc1)C(C)C (centres undefined) | 2 | 8 | · | 0 | · | -1 | 4 | · | 2
COC(=O)Nc1cc(C(=O)c2ccc(Cl)cc2Cl)c[nH]1 | -2 | 1 | -4 | -15 | -8 | -7 | 12 | 0 | 1
Cc1cccc2cc(CN(CC3CCCO3)C(=S)Nc3ccccc3)c(=O)[nH]c12 (centres undefined) | 2 | 4 | 1 | -5 | -1 | 4 | 1 | -6 | -1
CC(C)Cn1c(=O)c(C(=O)N/N=C/c2cccc(F)c2)c(O)c2ccccc21 | 6 | 1 | 2 | 0 | 3 | 7 | -2 | 4 | 7
Cc1ccc(NC(=S)NCc2ccc3c(c2)cc(C)n3C)c(C)c1 | 1 | 6 | -1 | 2 | 1 | 25 | 5 | -1 | 7
O=C(c1cc(COc2ccc(F)cc2Cl)on1)N1CCCCC1c1cccnc1 (centres undefined) | 3 | 6 | -2 | -7 | 3 | 28 | 6 | 5 | 2
Cc1ccc(/C=N/NC(=O)c2nc3nc(C)cc(C)n3n2)cc1 | 1 | -5 | -3 | -1 | -5 | 2 | -2 | 2 | 10
Cc1ccc(S(=O)(=O)N2CCN(C(=O)C(C)Cn3cncn3)CC2)cc1 (centres undefined) | 9 | 1 | 0 | -1 | 3 | 6 | 9 | -5 | 10
COc1ccc(-c2noc(-c3ccccc3C(=O)NCC3CCCO3)n2)cc1 (centres undefined) | 3 | 1 | 0 | 1 | 3 | 4 | -1 | 6 | 5
CC(NC(=O)Cn1cnnn1)c1cccc(C(F)(F)F)c1 (centres undefined) | 4 | 1 | -1 | -1 | 1 | 5 | 1 | 4 | 1
CCc1cc2c(=O)c(-c3nc4ccccc4n3C)c(CCCC(=O)O)oc2cc1OC(=O)C(C)(C)C | 2 | 4 | 1 | -4 | 2 | 6 | 2 | -2 | 8
O=c1c2ccccc2nnn1Cc1ccccn1 | 2 | 1 | 2 | 1 | 3 | 8 | -6 | -3 | 5
CC(NC(=O)/C(=C\c1ccco1)NC(=O)c1ccccc1Br)C(=O)O (centres undefined) | 2 | 20 | -3 | -3 | 0 | 0 | 5 | 1 | 11
CC(Oc1ccc(Cl)cc1Cl)C(=O)Nc1cccnc1 (centres undefined) | 3 | 3 | -1 | -7 | 3 | -23 | 2 | 3 | 7
CCc1nc(SCC(=O)c2cccs2)c2oc3ccccc3c2n1 | -3 | 2 | -9 | -2 | -7 | -18 | -1 | -7 | 2
CN1C(=O)[C@H]2[C@@H](/C=C/c3ccccc3)N3C(=O)CN(Cc4ccccc4)C(=O)[C@@]3(C)[C@H]2C1=O | 6 | 1 | 1 | 1 | 2 | 7 | 7 | 4 | 6
COc1ccc([N+](=O)[O-])cc1N(CC(=O)NC(C(C)C)C(C)C)S(C)(=O)=O | 4 | -1 | 2 | -4 | 3 | 17 | 8 | 3 | 7
CC(=O)CCC(=O)NCCc1ccccc1F | -5 | 3 | 5 | -1 | 11 | -4 | -8 | 14 | 1
COc1ccccc1C(=O)NN(C)C1=NS(=O)(=O)c2ccccc21 | 1 | 1 | -1 | 0 | 5 | -2 | 2 | 0 | 5
Cc1ccc(-c2nc(SCC(N)=O)c(C#N)c3c2CCCC3)cc1 | -1 | 8 | -3 | 4 | 0 | -7 | 5 | 0 | -3
CCC1(C)Cc2c(sc3[nH]c(=S)[nH]c(=S)c23)CO1 (centres undefined) | 4 | -7 | -3 | 2 | 4 | 3 | 9 | 2 | 14
